# N370S GC mod: qHTS Assay for Inhibitors and Activators of N370S glucocerebrosidase as a Potential Chaperone Treatment of Gaucher Disease | Lysosomal acid glucosylceramidase (Homo sapiens), P04062 | N370S GC spleen homogenate, 4MU-glucoside fluorescence | Potency, µM (highest dose often 59.4 µM), for inactives: top-dose activity change, negative = inhibition, usual class: inhibitors | 0.092% of 330,000 active; active = well fitted inhibition curve with a large enough effect; inconclusive = small, poorly fitted or top-dose-only effect, or effect the other way, or another doubt; inactive = no such curve, though single readings can be large or run the other way;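 note: 0% = full enzyme activity and -100% = no enzyme basal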
# * marks the source's active call; other numbers are inactive results; ? = inconclusive; & = joins results of further samples; [ ] = remark or other dose. Potency is the fitted concentration of half-maximal effect. The list is partial; rates above refer to the full screens.
CC(=O)OC[C@@H]1O[C@H](CCO/N=C(\C)CCC(=O)OC[C@@H]2O[C@H](C#Cc3ccccc3)C=C[C@@H]2Oc2ccc(C)cc2)C=C[C@@H]1OC(C)=O
  N370S GC mod: 9%[12.8 µM]
Nc1ccc(N=Nc2ccccc2)c(N)c1
  N370S GC mod: -24%
COC(c1ccccc1)C(C)C(OC)C(C)C(OC)C(C)C(C)=O (stereo not given)
  N370S GC mod: -9%[12.8 µM]
Cn1cnc2c(NC3CCCC3)ncnc21
  N370S GC mod: -2%&-12%
CC(=O)OC[C@@H]1O[C@@H](O/N=C2/C[C@@H](O)[C@@H](O)[C@@H]3[C@@H]4C(=O)N(Cc5ccc6c(c5)OCO6)C(=O)[C@H]4CC[C@@H]23)[C@H](OC(C)=O)[C@H](OC(C)=O)[C@@H]1OC(C)=O
  N370S GC mod: 0%[12.8 µM]
Cc1ccco1
  N370S GC mod: 0%
CCC1=C2CC[C@H]3C(=O)N(c4ccccc4)C(=O)[C@H]3[C@H]2[C@@]2(Cc3ccccc3)C(=NCCc3c[nH]c4ccccc34)OC(=O)N2C1=O
  N370S GC mod: -5%
CCC/C=C(\CCC)C(NC(=O)c1ccc(-c2ccccc2)cc1)c1ccc(C(=O)OC)cc1 (stereo not given)
  N370S GC mod: -6%
CCCCC/C=C\C[C@H](O)/C=C/C=C/C=C/[C@@H](O)CCCC(=O)O
  N370S GC mod: 0%
COC(=O)C1=C(C(=O)OC)[C@@H]2N(C)c3ccccc3[C@@]23C[C@@H](C(=O)OC)N(S(=O)(=O)c2ccc(C)cc2)C3=N1
  N370S GC mod: -9%[12.8 µM]

O=C1C[C@@H](O)[C@@H](O)[C@H]2[C@@H]3C(=O)N(C4CCCCC4)C(=O)[C@@H]3CC[C@H]12
  N370S GC mod: 3%&-7%&-5%[12.8 µM]
COc1ccc2c(c1)O[C@@H](c1cccc(C(F)(F)F)c1)[C@H](OC(=O)NS(=O)(=O)c1ccc(C)cc1)C2=O
  N370S GC mod: -4%
CCCn1c(C)nc2c(NCCCN(C)C)nc(C)nc21
  N370S GC mod: -6%
CCCCC/C=C\C/C=C\C[C@H](O)/C=C/C=C\CCCC(=O)O
  N370S GC mod: 1%
C=C(C)C(=O)c1ccc2c(c1)OCO2
  N370S GC mod: 12%
C=C(C(C)=O)C(O)/C=C/c1ccco1 (stereo not given)
  N370S GC mod: -6%
C#CCCOC(=O)N1C2=NC(C(=O)OC)=C(C(=O)OC)[C@@H]3N(CC#CC)c4ccccc4[C@]23C[C@H]1C(=O)OC
  N370S GC mod: -10%[12.8 µM]
COc1ccc2nc3c(cc2c1)Cc1ccccc1-3
  N370S GC mod: 2%
CC(C)[C@@H](OCc1ccccc1)[C@H](C)/C=N\OC[C@@H](O)COCc1ccco1
  N370S GC mod: -24%[12.8 µM]
CC(C)C[C@@H](CC(=O)N[C@@H](CCC(=O)O)CC(=O)O)NC(=O)[C@@H]1CCCC[C@H]1NC(=O)C[C@H](CCCN)NC(=O)C[C@H](Cc1c[nH]c2ccccc12)NC(=O)[C@@H]1CCCC[C@H]1N
  N370S GC mod: -11%

CCc1cc2c(nc1CC)CCN(CC/C(C)=N/OC[C@@H](O)[C@@H]1O[C@@H]3OC(C)(C)O[C@@H]3[C@H]1O)C2
  N370S GC mod: 3%[12.8 µM]
COc1ccc(-c2nc3c(c4c2C[C@H](c2ccccc2)OC4)CN(C(=O)Nc2cccc(C#N)c2)CC3)c(C)c1
  N370S GC mod: -3%[12.8 µM]
CC(C)[C@@H](CC(=O)N[C@@H]1CCCC[C@H]1C(=O)N[C@H](CC(=O)N[C@@H](CCC(=O)O)CC(=O)O)Cc1c[nH]c2ccccc12)NC(=O)C[C@H](Cc1ccccc1)NC(=O)[C@@H]1CNCC[C@H]1N
  N370S GC mod: 11%
CC1=C(/C=C/C(C)=C/C=C/C(C)=C\C=O)C(C)(C)CCC1
  N370S GC mod: 5%
CC1(C)CC=C(O[Si](C)(c2ccccc2)c2ccccc2)CC1
  N370S GC mod: -4%
COC/C=C/C1=CC2=CC(=O)C(C)(OC(=O)CCc3ccccc3)C(=O)C2=CO1 (stereo not given)
  N370S GC mod: -9%
COC(=O)C1=C(C)N(Cc2ccccc2)c2c(C(=O)OC)c(C(=O)OC)c(C(=O)OC)c(=O)n2C1c1ccccc1 (stereo not given)
  N370S GC mod: 2%&-3%[12.8 µM]
CC1=CC2C(C)(C)CC(=O)C[C@]2(C)CC1COc1ccc2c(c1)CC(=O)C=C2 (stereo not given in full)
  N370S GC mod: ?
CCCCC1=CC2=C(c3ccco3)C(=O)C(C)(OC(=O)c3ccc(OC)cc3)C(=O)C2=CN1CCc1c[nH]c2ccccc12 (stereo not given)
  N370S GC mod: 5%[12.8 µM]
COC(=O)NC(CC(C)=O)c1ccc(F)cc1 (stereo not given)
  N370S GC mod: 8%[12.8 µM]

Cc1ccc(OCC(O)C(C)NC(C)C)c2c1CCC2 (stereo not given)
  N370S GC mod: -8%&-23%
O=C1[C@@H]2[C@H]3[C@H](O)[C@H](O)C/C(=N/OCc4ccccc4)[C@@H]3CC[C@H]2C(=O)N1c1ccc(F)cc1F
  N370S GC mod: -4%[12.8 µM]
C=C(C)C(=O)/C=C/CCC/C=C/C(=O)OCC
  N370S GC mod: -5%
CC1(C)CCC[C@@]2(C)C1CC[C@@](C)(O)[C@@H]2CC[C@@](C)(O)C1CO1 (stereo not given in full)
  N370S GC mod: -1%
C=CC[C@@H]1C=C[C@@H](O/N=C\c2ccc(C(=O)N3[C@H](c4ccc(C)cc4)[C@@H](C)CC[C@H]3C(=O)OC)cc2)[C@@H](CO)O1
  N370S GC mod: 8%[12.8 µM]
O=c1n(Cc2cc3c(cc2Cl)OCO3)c(=O)n2n1CC[C@H]1/C(=N\OCc3ccccc3)[C@H]3O[C@@H]3[C@@H](O)[C@@H]12
  N370S GC mod: -2%[12.8 µM]
CCCCS(=O)(=O)N1C2=NC(C(=O)OC)=C(C(=O)OC)[C@@H]3Nc4ccccc4[C@]23C[C@H]1C(=O)OC
  N370S GC mod: 2%[12.8 µM]
O=C(O)CCC/C=C\C/C=C\C=C\[C@@H](O)C/C=C\CCCCCO
  N370S GC mod: 27%
Cc1noc(C)c1-c1ccc2ncnc(NCc3ccc(C(F)(F)F)cc3)c2c1
  N370S GC mod: -6%
O=C(NCC1CC1)[C@H]1C[C@@H]1[C@H](NP(=O)(c1ccccc1)c1ccccc1)c1ccccc1
  N370S GC mod: 0%

# Part of the list above in order of length of the SMILES, low to high.
COC(=O)NC(CC(C)=O)c1ccc(F)cc1 (stereo not given)
  N370S GC mod: 8%[12.8 µM]
C=C(C)C(=O)/C=C/CCC/C=C/C(=O)OCC
  N370S GC mod: -5%
CC1=C(/C=C/C(C)=C/C=C/C(C)=C\C=O)C(C)(C)CCC1
  N370S GC mod: 5%
O=C(O)CCC/C=C\C/C=C\C=C\[C@@H](O)C/C=C\CCCCCO
  N370S GC mod: 27%
Cc1noc(C)c1-c1ccc2ncnc(NCc3ccc(C(F)(F)F)cc3)c2c1
  N370S GC mod: -6%
COC/C=C/C1=CC2=CC(=O)C(C)(OC(=O)CCc3ccccc3)C(=O)C2=CO1 (stereo not given)
  N370S GC mod: -9%
CC1(C)CCC[C@@]2(C)C1CC[C@@](C)(O)[C@@H]2CC[C@@](C)(O)C1CO1 (stereo not given in full)
  N370S GC mod: -1%
O=C(NCC1CC1)[C@H]1C[C@@H]1[C@H](NP(=O)(c1ccccc1)c1ccccc1)c1ccccc1
  N370S GC mod: 0%
COC(=O)C1=C(C)N(Cc2ccccc2)c2c(C(=O)OC)c(C(=O)OC)c(C(=O)OC)c(=O)n2C1c1ccccc1 (stereo not given)
  N370S GC mod: 2%&-3%[12.8 µM]
CCCCS(=O)(=O)N1C2=NC(C(=O)OC)=C(C(=O)OC)[C@@H]3Nc4ccccc4[C@]23C[C@H]1C(=O)OC
  N370S GC mod: 2%[12.8 µM]
CCCCC1=CC2=C(c3ccco3)C(=O)C(C)(OC(=O)c3ccc(OC)cc3)C(=O)C2=CN1CCc1c[nH]c2ccccc12 (stereo not given)
  N370S GC mod: 5%[12.8 µM]
O=C1[C@@H]2[C@H]3[C@H](O)[C@H](O)C/C(=N/OCc4ccccc4)[C@@H]3CC[C@H]2C(=O)N1c1ccc(F)cc1F
  N370S GC mod: -4%[12.8 µM]

O=c1n(Cc2cc3c(cc2Cl)OCO3)c(=O)n2n1CC[C@H]1/C(=N\OCc3ccccc3)[C@H]3O[C@@H]3[C@@H](O)[C@@H]12
  N370S GC mod: -2%[12.8 µM]
C=CC[C@@H]1C=C[C@@H](O/N=C\c2ccc(C(=O)N3[C@H](c4ccc(C)cc4)[C@@H](C)CC[C@H]3C(=O)OC)cc2)[C@@H](CO)O1
  N370S GC mod: 8%[12.8 µM]

# (next part)
CCCn1c(-c2ccc(F)cc2)nc2c(NC(C)CN(C)C)nc(C)nc21 (stereo not given)
  N370S GC mod: -2%
Nc1cc(S(=O)(=O)O)ccc1O
  N370S GC mod: 4%
C=C(C(C)=O)C(O)c1cccc(OC)c1 (stereo not given)
  N370S GC mod: -2%
COc1ccc(OC2C(O)COC2/C=C/C#Cc2ccc(F)cc2F)cc1 (stereo not given)
  N370S GC mod: -6%&1%[12.8 µM]
CC(C)(C)c1ccc(OC2C=CC(C#Cc3ccccc3)OC2CO)cc1 (stereo not given)
  N370S GC mod: 1%[12.8 µM]
C/C(CCN1CCCCc2nc(C)c(C)cc21)=N\OC[C@@H](O)[C@@H]1O[C@@H]2OC(C)(C)O[C@@H]2[C@H]1O
  N370S GC mod: -3%[12.8 µM]
COc1ccc(/C=C/NC(=O)Cc2ccc(OC)c(OC)c2)cc1
  N370S GC mod: -3%&-9%[12.8 µM]
COC(=O)[C@@]1(Cc2ccccc2)[C@H]2c3cc(C(=O)N(C)C)n(CCF)c3C[C@H]2CN1C(=O)c1ccccc1
  N370S GC mod: -9%
CCC(C)O (stereo not given)
  N370S GC mod: 4%
CC(C)=C1C(=O)C(c2ccccc2)=C2CN3C(=O)N(CCc4ccccc4)C(=O)[C@]3(Cc3ccccc3)[C@H]21
  N370S GC mod: -8%

C=CCC1(C)OC=Cc2nc3cc(Cl)c(Cl)cc3nc21 (stereo not given)
  N370S GC mod: 6%[12.8 µM]
CCOC(=O)[C@]1(C(/C=C/c2ccco2)NC(=O)OC)CCCC1=O (stereo not given in full)
  N370S GC mod: 2%[12.8 µM]
C[C@@]1(O)C(O)[C@@H](CO)O[C@H]1n1cnc2c(NC3CCCC3)nc(Cl)nc21 (stereo not given in full)
  N370S GC mod: -7%
CC(C)[C@@H](OCc1ccccc1)[C@H](C)/C=N\O[C@@H](C)c1cn([C@H](CO)Cc2ccccc2)nn1
  N370S GC mod: 0%&11%[12.8 µM]
COc1ccc(OC)c(C2=Nn3c(nnc3-c3ccc(OC)c(OC)c3)SC2)c1
  N370S GC mod: 1%
C/C(CCN1CCCCc2nc(C)c(C)cc21)=N\O[C@@H](C)CN1CCCc2nc(C)c(C)cc21
  N370S GC mod: 3%[12.8 µM]
Cc1ccc(S(=O)(=O)OCC2CN3C(CCC(C)C3c3ccc(Br)cc3)C(=O)O2)cc1 (stereo not given)
  N370S GC mod: 6%&-6%&-13%[12.8 µM]
C#CCCCO/N=C1/C[C@@H](O)[C@@H](O)[C@@H]2[C@@H]3C(=O)N(C4CCCCC4)C(=O)[C@H]3CC[C@@H]12
  N370S GC mod: -8%[12.8 µM]
COc1ccc2c(c1)C(=O)[C@@H](OC(=O)NCCc1ccc(OC)c(OC)c1)[C@H](c1ccc(OC)c(Br)c1)O2
  N370S GC mod: -3%
O=C(/C=C/c1ccc2c(c1)OCO2)c1ccccc1
  N370S GC mod: 18%

OCC1OC(c2ccccc2)C=CC1Oc1cc(Cl)cc(Cl)c1 (stereo not given)
  N370S GC mod: 5%[12.8 µM]
COc1ccc(COC(=O)N/N=C2/C[C@@H](O)[C@@H](O)[C@@H]3[C@@H]4C(=O)N(Cc5ccc6c(c5)OCO6)C(=O)[C@H]4CC[C@H]23)cc1
  N370S GC mod: 0%[12.8 µM]
N#CCc1ccccc1[N+](=O)[O-]
  N370S GC mod: -25%
CC/C=C/C/C=C/C/C=C/CCCCCCCC(=O)OCC
  N370S GC mod: -5%
C[C@@H](C(=O)NCc1nc2ccccc2[nH]1)[C@@H]1C[C@@]1(C)[C@@H](NC(=O)OCc1ccccc1)c1ccccc1
  N370S GC mod: -5%
NCCC[C@@H](CC(=O)N[C@@H]1CCNC[C@H]1C(=O)N[C@H](CC(=O)N[C@@H](CCC(=O)O)CC(=O)O)Cc1c[nH]c2ccccc12)NC(=O)C[C@H](Cc1c[nH]c2ccccc12)NC(=O)[C@@H]1CNCC[C@H]1N
  N370S GC mod: 0%
O=C(N/N=C1/C[C@@H](O)[C@@H](O)[C@@H]2[C@H]3C(=O)N(c4ccc(F)cc4F)C(=O)[C@@H]3CC[C@@H]12)OCc1ccccc1
  N370S GC mod: 3%[12.8 µM]
CC[C@H](C)[C@@H](NC(=O)O[C@@H]1Cc2cc(OC)ccc2O[C@H]1c1cccc(OC)c1)C(=O)OC
  N370S GC mod: -7%
CCCn1c(C)nc2c(NCCN(C)C)nc(C)nc21
  N370S GC mod: -6%
O=Cc1cccc(Br)c1
  N370S GC mod: 0%
CO[C@H]1COC(=O)[C@H](C)COC(=O)[C@@H](OCc2ccccc2)/C=C\[C@@H]1C
  N370S GC mod: 1%[12.8 µM]
CC(=O)c1ccccc1[N+](=O)[O-]
  N370S GC mod: -1%
CCN1CCCC1Cn1c(-c2ccccc2)nc2c(NCc3ccccc3)nc(C)nc21 (stereo not given)
  N370S GC mod: -14%

# High-throughput results deposited in PubChem by National Center for Advancing Translational Sciences (NCATS).
